# Screening data: PubChem BioAssay, National Center for Advancing Translational Sciences (NCATS)
# SW480 rereplic: inducers of DNA re-replication in SW480 colon cancer cells. SW480 DNA re-replication, Hoechst DNA content imaging, 48 h. Potency, µM (series often up to 46.1 µM), for the others: at the top dose re-replication activation, actives largely listed as activators. hit rate 1.8% among 340,000. AID 624297; note: % of control where 0% means no effect; nearly all actives have a fitted effect of over 55% in size
#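 DNA re-replication was detected as more nuclei of elevated Hoechst intensity after 48 hr exposure to compound (23 nL pinned per well of 250 cells).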
# KB-3-1 cytotox: KB-3-1 parental cell cytotoxicity; KB-3-1 viability, CellTiter-Glo ATP luminescence, 72 h; hit rate 1.4% among 400,000; Potency, µM (doses to about 46.1 µM), for inactives: top-dose activity change, negative = cytotoxic, usual class: cytotoxic; note: % is set by controls: 0 for no effect and ±100 for the full control effect; nearly all actives have a fitted effect of over 60% in size
#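 KB-3-1 parental drug-naive adenocarcinoma cells in DMEM/10% FBS, incubated 72 h at 37 C with pin-transferred compounds across a concentration series. Viability by CellTiter-Glo luminescence; concentration-response curves fitted after normalization.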
# HT1080 IDH1KD tx: HT-1080 IDH1 knockdown cell toxicity (counter line). HT-1080 IDH1 knockdown viability, ATP luminescence, 48 h. Potency, µM (top dose mostly 46.1 µM), for inactives: at the highest dose activity, negative = toxicity, usual class: cytotoxic. hit rate 2% among 360,000;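 note: 0% = DMSO wells and -100% = cell-free medium wells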
#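 In this qHTS, HT-1080 cells depleted of IDH1 are exposed for 48 h at 37 °C to compound titrations. Toxicity is scored from CellTiter-Glo luminescence, with DMSO as full viability and medium alone as none.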
# HT1080-NT tox: kills 2HG-producing HT-1080-NT fibrosarcoma cells | HT-1080-NT fibrosarcoma viability, CellTiter-Glo ATP luminescence, 48 h | Potency, µM (series often up to 46.1 µM), for inactives: at the top dose activity, negative = less viability, actives largely listed as cytotoxic | hit rate 1.6% among 360,000 | AID 686970;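 note: NT is the 2HG producing partner of a matched IDH1 knockdown line; 0% = DMSO-treated cells and -100% = media-only wells without cells; nearly all actives have a fitted effect of over 55% in size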
#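 Viability of the 2HG-overproducing fibrosarcoma line after 48 hours of compound exposure at 37 degrees C was determined by luminescence with CellTiter-Glo, and concentration-effect curves were then fitted and categorized.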
# TDP-43 yeast inh: rescues yeast growth from TDP-43 toxicity; TDP-43 expressing yeast growth rescue, BacTiter-Glo, 24 h; Potency, µM (series often up to 46.1 µM), without a hit: top-dose growth rescue (activation), hits mostly activators; hit rate 1.8% among 410,000; AID 652104; note: % of control where 0% means no effect; nearly all actives have a fitted effect of over 50% in size
#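 Luminescence from BacTiter-Glo reports growth of TDP-43-expressing yeast after 24 hr at 30 deg C with compound. Cells were raffinose-pregrown to mid-log, then seeded in galactose medium at OD600=0.02.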
# GLP1R ag: GLP-1 receptor (human) agonism; P43220; HEK293 GLP-1R CRE-luciferase, luminescence, 4-6 h; cells express a hypersensitive GLP-1R form; Potency, µM (titrated, usually from 45.6 µM), for inactives: at the highest dose activation, hits mostly activators; hit rate 0.007% among 380,000; AID 624172; note: % of control where 0% means no effect
# Target sequence (P43220 whole entry, looked up): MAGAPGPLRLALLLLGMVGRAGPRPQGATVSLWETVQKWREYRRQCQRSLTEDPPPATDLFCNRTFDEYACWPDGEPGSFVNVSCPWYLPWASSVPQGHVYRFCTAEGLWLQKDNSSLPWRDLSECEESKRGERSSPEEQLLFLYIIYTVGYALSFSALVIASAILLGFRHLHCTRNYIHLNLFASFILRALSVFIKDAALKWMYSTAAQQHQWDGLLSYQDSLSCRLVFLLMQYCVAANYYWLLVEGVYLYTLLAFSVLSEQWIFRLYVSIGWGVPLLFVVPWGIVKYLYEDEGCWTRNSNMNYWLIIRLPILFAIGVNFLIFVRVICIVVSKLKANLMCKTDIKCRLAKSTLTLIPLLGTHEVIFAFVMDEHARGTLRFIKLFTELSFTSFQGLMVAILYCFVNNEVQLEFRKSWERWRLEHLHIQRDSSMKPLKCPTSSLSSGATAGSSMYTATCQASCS
# GLP-1R inv ag: acts as inverse agonist at human GLP-1 receptor. hit rate 1.6% among 410,000. AID 624417. Potency, µM (doses to about 38.3 µM), inactives show at the top dose activity change, negative = inhibition, hits mostly inhibitors. HEK293 GLP-1R CRE-luciferase, luminescence, 24 h; GLP-1R form is constitutively active; note: % is set by controls: 0 for no effect and ±100 for the full control effect; nearly all actives have a fitted effect of over 55% in size
#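 HEK293 cells stably co-expressing a cAMP-responsive luciferase reporter and constitutively active GLP-1R were seeded, incubated 12 h, then exposed to compounds for 24 h at 37 C. Luminescence was read 12 min after detection reagent; inverse agonists lower signal.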
# KB-V1 cytotox: KB-V1 MDR subline cytotoxicity. Potency, µM (titrated, usually from 46.1 µM), without a hit: top-dose activity change, negative = cytotoxicity, most hits filed as cytotoxic. hit rate 3.4% among 400,000. KB-V1 MDR cells viability, CellTiter-Glo, 72 h. AID 1347076; note: % is set by controls: 0 for no effect and ±100 for the full control effect; nearly all actives have a fitted effect of over 60% in size
#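 In this primary screen, KB-V1 cells overexpressing P-gp are incubated with library compounds (lowest to highest concentration) for 72 h at 37 degrees C before a luminescent ATP viability read.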
# HEK293 tox: cytotoxicity in counter-screen for GLP-1R inverse agonists. HEK293 cAMP-luciferase reporter cells, luminescence, 24 h. Potency, µM (titrated, usually from 38.3 µM), for inactives: at the top dose activity change, negative = inhibition, usual class: inhibitors. hit rate 0.13% among 410,000. AID 624418;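 note: loss of luciferase light is scored as toxicity; % is set by controls: 0 for no effect and ±100 for the full control effect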
#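 Quantitative HTS format, 1536 wells, 200 cells/uL seeded. Compounds: 23 nL, 24 h, 37 °C. Detection: luciferase reagent, luminescence at 12 min RT; decreased signal taken as cytotoxic.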
# Numbers without * were called inactive; ? = inconclusive; nt = no result given; & = joins results of further samples; [ ] = remark or other dose. Calls come from the whole dose curve; as a rule, active = well fitted curve in the direction sought with a large enough effect; inconclusive = small, poorly fitted or top-dose-only effect, or another doubt; inactive = no such curve, though single readings can be large; an effect the other way counts as inactive or inconclusive. Potency is the fitted concentration of half-maximal effect.
SMILES,SW480 rereplic,KB-3-1 cytotox,HT1080 IDH1KD tx,HT1080-NT tox,TDP-43 yeast inh,GLP1R ag,GLP-1R inv ag,KB-V1 cytotox,HEK293 tox
NCCOc1ccccc1OCCN,-3%,-6%,-3%,-3%,-3%,8%,-7%,0%,-8%
O=C(NCC(=O)N(c1ccc(Cl)cc1)C(C(=O)NC1CCCC1)c1ccncc1)c1ccco1 (centres undefined),3%,3%,21%,19%,0%,7%,3%,5%,11%
CN(C)S(=O)(=O)c1ccc(C(=O)Nc2ccccc2OC(F)(F)C(F)F)cc1,14%,-5%,-6%,-3%,-1%,8%,-2%,-11%,5%
COc1ccccc1N1CC(C(=O)Nc2ccc(S(=O)(=O)N3CCCC3)cc2)CC1=O (centres undefined),-7%,-4%,1%,6%,-19%,8%,-7%,16%,1%
Cc1cccc(N2CCN(C(=O)CC(NC(=O)c3ccccc3Cl)c3ccccc3)CC2)c1C (centres undefined),?,2%,-16%,-17%,-7%[0.397 µM],6%,?,1%,-14%
COc1cc(/C=N/NC(=O)c2cccc(S(=O)(=O)N3CCCC3)c2)ccc1O,3%,3%,-10%,-13%,1%,2%,12%,2%,2%
Cc1oc2ncn(CC(C)C)c(=O)c2c1C(=O)Nc1cc(F)ccc1F,nt,4%,nt,nt,17%,nt,-22%,1%,-9%
CCN(CC(N)=O)S(=O)(=O)c1ccc(F)cc1,9%,-10%,4%,15%,-7%,2%,11%,10%,-10%
COc1ccc(C(c2nnnn2C2CCCC2)N2CCN(c3ccccc3)CC2)cc1 (centres undefined),13%,-10%,3%,-7%,9%,-2%,?,?,-8%
CCOC(=O)c1cc2c(OC)c(OC)ccc2c2[nH]cc(C#N)c(=O)c12,nt,7%,-4%,4%,19%,1%,13%,-27%,11%
O=C(c1cc(S(=O)(=O)N2CCCCC2)ccc1F)N1CCCCC1,0%,-4%,12%,15%,-5%,17%,-3%,-6%,-1%
CCCn1c(=N)n(CC(O)c2ccco2)c2ccccc21 (centres undefined),?,0%,0%,3%,-3%,24%,?,15%,10%
CN(C)/C=C(\C(=O)c1ccc(Cl)cc1)c1nnnn1-c1ccc(Cl)cc1,4%,-5%,1%,-6%,3%,7%,-7%,?,20%
COc1ccccc1OCCCCn1c(C2CC(=O)N(c3ccccc3Cl)C2)nc2ccccc21 (centres undefined),nt,11%,nt,nt,30%,nt,-28%,-10%,-1%
CC1(C)CC(=O)C(CC2=C(O)CC(C)(C)CC2=O)=C(O)C1,-10%,2%,7%,13%,-5%,2%,0%,5%,7%
Cc1cc(C)c2c(n1)nn1c(C)c(CCC(=O)NCc3ccco3)c(C)nc21,-5%,12%,5%,0%,-3%,-6%,14%,16%,?
Cc1cc(C)cc(NC(=O)C(=O)NC(C)c2ccccc2)c1 (centres undefined),nt,4%,nt,nt,4%,nt,3%,13%,-2%
N#Cc1c(C(F)(F)F)cc(-c2ccc(Cl)c(Cl)c2)nc1SCCN1CCOCC1,16%,1%,-12%,7%,-16%,-11%,?,?,3%
CC(C)CC(c1nnnn1C1CCCC1)N1CCC(C(N)=O)CC1 (centres undefined),-11%,-7%,-5%,-7%,-8%,5%,4%,0%,3%
Nc1nc(NCCCN2CCOCC2)nc(NCc2ccccc2)c1[N+](=O)[O-],-10%,0%,-6%,-6%,-5%,15%,12%,-25%,?

# Complete entries from above. Values in the order: SW480 rereplic	KB-3-1 cytotox	HT1080 IDH1KD tx	HT1080-NT tox	TDP-43 yeast inh	GLP1R ag	GLP-1R inv ag	KB-V1 cytotox	HEK293 tox
# CC1(C)CC(=O)C(CC2=C(O)CC(C)(C)CC2=O)=C(O)C1 in the list: -10%	2%	7%	13%	-5%	2%	0%	5%	7%
# O=C(NCC(=O)N(c1ccc(Cl)cc1)C(C(=O)NC1CCCC1)c1ccncc1)c1ccco1 (centres undefined) in the list: 3%	3%	21%	19%	0%	7%	3%	5%	11%
# Cc1cc(C)c2c(n1)nn1c(C)c(CCC(=O)NCc3ccco3)c(C)nc21 in the list: -5%	12%	5%	0%	-3%	-6%	14%	16%	?
# CC(C)CC(c1nnnn1C1CCCC1)N1CCC(C(N)=O)CC1 (centres undefined) in the list: -11%	-7%	-5%	-7%	-8%	5%	4%	0%	3%

# More results
SMILES,SW480 rereplic,KB-3-1 cytotox,HT1080 IDH1KD tx,HT1080-NT tox,TDP-43 yeast inh,GLP1R ag,GLP-1R inv ag,KB-V1 cytotox,HEK293 tox
CCOC(=O)[C@@H]1[C@H]2COc3ccccc3[C@@H]2N2C(=O)N(c3cccc(C)c3)C(=O)[C@@]12C,-3%,8%,-3%,-5%,-3%,1%,-18%,5%,10%
COc1ccccc1NS(=O)(=O)c1ccc(C)c(NC(=O)c2ccc(S(=O)(=O)N3CCCCCC3)cc2)c1,17%,-11%,-2%,-9%,-21%,0%,?,0%,0%
O=C(CCc1ccccc1)Nc1cccc(NC(=O)CCc2ccccc2)c1,-3%,-8%,1%,5%,-23%,6%,0%,-2%,-26%
Cc1ccc(N2C(=O)c3cccc4cccc(c34)C2=O)cc1,-1%,-5%,0%,22%,-11%,5%,-15%,-2%,-8%
CCOC(=O)c1c(CS(=O)(=O)c2ccccc2)n(C)c2cc(Br)c(O)cc12,?,7%,5%,4%,14%,13%,-11%,-2%,-3%
CC1NC(=O)NC1CCCCC(=O)O (centres undefined),-6%,-19%,13%,23%,-14%,-9%,-11%,4%,-6%
Cc1ccc(NC(=O)CNC(=O)c2ccc(Oc3ccccc3)cc2)nc1,1%,8%,7%,8%,0%,6%,?,-5%,-1%
CC(C)CNS(=O)(=O)c1ccc(CCC(=O)NCc2ccc(Cl)cc2)cc1,5%,0%,-8%,-6%,-4%,9%,?,-5%,-6%
O=C(CS(=O)(=O)c1cccc2nsnc12)N1CCN(c2ccccc2)CC1,nt,-15%,nt,nt,6%,-2%,-5%,0%,2%
Cc1ccccc1Cn1nc(C)c(NC(=O)c2cc3nc(-c4ccco4)cc(C(F)(F)F)n3n2)c1C,?,?,-3%,23%,-7%,27%,12%,?,17%
CN(C)S(=O)(=O)c1ccc2c(c1)nnn2CCNC(=O)Nc1ccc(Cl)cc1,nt,-8%,nt,nt,13%,nt,2%,0%,5%
COc1ccccc1C(=O)N/C(=C/c1ccc2c(c1)OCO2)C(=O)Nc1ccc(C(=O)O)cc1,-3%,9%,-1%,1%,-14%,0%,-2%,-7%,1%
CN(C)/C=C/C(=O)c1ccncc1,-6%,19%,1%,2%,5%,-2%,14%,7%,6%
COC(=O)c1ccc(C(NC(=O)OCc2ccccc2)/C(F)=C/[C@@H](C)C(=O)NCc2ccc(OC)c(OC)c2)cc1 (some centres undefined),16µM*,?,?,?,-5%,5%,?,-6%,?
CCc1cc(C(=O)OC)c(NC(=O)CN2CCN(C(=O)C3CCCO3)CC2)s1 (centres undefined),-8%,-2%,-2%,0%,22%,6%,8%,17%,-2%
CC1=C(C(=O)OC2CCC(C)CC2)C(c2ccc(O)c([N+](=O)[O-])c2)NC(=O)N1 (centres undefined),12%,-11%,0%,-12%,23%,5%,25%,-3%,-12%
Cc1nc2sc3c(c2c(=O)n1N)CCC3,0%,10%,-6%,2%,8%,3%,7%,3%,-1%
COCCNC(=O)Cn1nc(-c2ccccc2)c2ccccc2c1=O,1%,-1%&9%,0%,0%,15%,-5%,-3%&14%,4%&1%,-24%&6%
CCOC(=O)C(=O)C1C(=O)Nc2ccccc21 (centres undefined),-4%,-2%,6%,-1%,1%,-8%,2%,7%,-5%
CNC(=O)c1cc2ncc(C(F)(F)F)cc2s1,-8%,-18%,14%,?,-17%,8%,29%,?,-17%
C[C@H]1CN([C@@H](C)CO)C(=O)CCCn2cc(nn2)CO[C@@H]1CN(C)S(=O)(=O)c1ccc(Oc2ccccc2)nc1,nt,-1%,1%,0%,4%,4%,2%,26%,11%
COc1cc2[nH]c(Cl)c([N+](=O)[O-])c2cc1OC,-23%,7%,13%,-18%,11%,-1%,33%[activator],25%,-3%
CC(C)N1CCN(c2ccncc2S(=O)(=O)N2CCOCC2)CC1,-3%,17%,10%,23%,2%,0%,15%,4%,0%
O=C(Nc1ccc(Oc2ccsc2C(=O)O)cc1)c1ccccc1F,-22%,16%,0%,9%,17%,-1%,4%,-3%,3%
COc1ccccc1C(=O)Nc1cccc(OCc2cc(=O)n3c4c(sc3n2)CCCC4)c1,nt,-14%,nt,nt,7%,-2%,-3%,1%,-8%
O=C(Nc1nc(-c2cccnc2)cs1)c1cccc([N+](=O)[O-])c1,-5%,12%,1%,8%,9%,1%,6%,-29%,-6%
CC(C)Oc1ccc(Cn2c(=O)sc3ccccc32)cc1,-8%,-9%,1%,-1%,?,0%,?,-5%,3%
CCC(OC(C)=O)c1cc2c(cc1[N+](=O)[O-])OCCO2 (centres undefined),-19%,1%,1%,16%,6%,3%,-10%,?,-1%
Cc1cc(NC(=O)CSc2nc3c(C)c(C)ccc3cc2C)no1,-3%,-8%,9%,7%,6%,7%,7%,-5%,-1%
Brc1ccc(Nc2ncnc3[nH]ncc23)cc1,-3%,?,-1%,3%,-9%,-2%,17%,?,2%
COCCCNc1nc2ccccc2nc1NS(=O)(=O)c1ccccc1,3%,2%,10%,18%,19%,0%,17%,3%,8%
O=C(Nc1cccc(Br)c1)Nc1nc2c(s1)CCCCCC2,nt,-19%,nt,nt,?,nt,?,?,-12%
COc1cc2ccccc2cc1C(=O)N1CCCC(C(F)(F)F)C1 (centres undefined),-6%,-23%,-11%,2%,?,19%,7%,15µM*,-10%
CC12CCCCC1N(O)C(=O)C(=O)N2O (centres undefined),-2%,9%,13%,9%,0%,1%,5%,4%,-8%
COc1cc(OC)c(OC)cc1C=NCC1(c2ccccc2)CCCC1,-4%,-10%,0%,-13%,2%,2%,-9%,-6%,?
CCOc1ccc(C2NC(=O)NC(C)=C2C(=O)OCc2ccccc2)cc1 (centres undefined),?,?,?,?,-20%,12%,?,?,-4%
